DAGLB inhibitor = DAGLB lipase inhibitors, primary screen, biochemical, fluorescence, HTS; AID 504411, 2011; actives 0.059% (n = 340,000); HEK293T DAGLB membrane lysate, EnzChek fluorogenic substrate; inhibition, % at 5.17 µM; Diacylglycerol lipase-beta (Homo sapiens), Q8NCG7; in the data active = inhibition above about 34%;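 note: 0% = enzyme with vehicle and 100% = wells lacking enzyme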
Target sequence (Q8NCG7 whole entry, looked up): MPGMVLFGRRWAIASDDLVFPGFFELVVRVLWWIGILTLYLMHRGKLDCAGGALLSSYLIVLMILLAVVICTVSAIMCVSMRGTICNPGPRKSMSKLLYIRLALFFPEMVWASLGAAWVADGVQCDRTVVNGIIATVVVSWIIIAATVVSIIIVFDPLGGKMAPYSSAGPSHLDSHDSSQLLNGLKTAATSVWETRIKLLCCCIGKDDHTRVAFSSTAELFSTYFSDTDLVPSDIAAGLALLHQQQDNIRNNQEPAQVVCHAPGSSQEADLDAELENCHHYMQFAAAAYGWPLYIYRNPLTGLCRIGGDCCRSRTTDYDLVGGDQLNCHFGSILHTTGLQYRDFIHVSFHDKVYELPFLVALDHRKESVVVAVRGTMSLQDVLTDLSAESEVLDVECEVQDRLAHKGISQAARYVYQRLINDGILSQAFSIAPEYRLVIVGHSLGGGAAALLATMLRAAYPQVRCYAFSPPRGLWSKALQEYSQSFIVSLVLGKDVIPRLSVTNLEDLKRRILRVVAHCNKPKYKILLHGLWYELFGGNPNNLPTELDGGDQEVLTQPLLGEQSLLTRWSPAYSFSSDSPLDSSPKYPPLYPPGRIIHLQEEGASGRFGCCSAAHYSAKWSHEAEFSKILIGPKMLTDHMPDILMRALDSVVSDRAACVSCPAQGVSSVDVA
NSD2 HMT inh = NSD2 histone methyltransferase inhibitors, primary screen, biochemical, AlphaScreen, single concentration, set 2; Histone-lysine N-methyltransferase NSD2 (Homo sapiens), O96028; NSD2 peptide methylation, 120 min; inhibition, % at 12.5 µM; actives 0.54% (n = 310,000); in the data active = inhibition above about 50%
RTF Ca sens inh = cardiac RTF calcium sensitivity inhibitors, primary screen, biochemical, IANBD-TnC fluorescence, EC70 calcium; Troponin I, cardiac muscle (Homo sapiens) + Troponin T, cardiac muscle (Homo sapiens) + …; IANBD-labeled cardiac RTF, Ca2+ fluorescence; inhibition, % at 7.15 µM; actives 0.12% (n = 340,000); AID 493244, 2011;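 active = inhibition above the mean inhibition of all tested compounds plus 3 SD, cut at about 17% in these data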;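 note: assay run at fixed EC70 calcium of 1.6 mM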
PKA-R2B act = activators of PKA-R2B holoenzyme, primary screen, biochemical, fluorescence polarization, Cy5-IP20, human; cAMP-dependent protein kinase catalytic subunit beta (Homo sapiens) + cAMP-dependent …; activation, % at 11.4 µM; AID 504700, 2011; actives 0.079% (n = 340,000); PKA-R2B holoenzyme dissociation; R2B truncated from residue 108, S112A mutant; 0% DMSO only, 100% 113 µM cGMP;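 active = activation above a cutoff set at the mean over all compounds plus 3 SD, cut at about 18% in these data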;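 note: higher means more holoenzyme dissociation and a rise in polarization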
Target sequence (P31323 whole entry, looked up, other chains not shown, the tested form may be a part): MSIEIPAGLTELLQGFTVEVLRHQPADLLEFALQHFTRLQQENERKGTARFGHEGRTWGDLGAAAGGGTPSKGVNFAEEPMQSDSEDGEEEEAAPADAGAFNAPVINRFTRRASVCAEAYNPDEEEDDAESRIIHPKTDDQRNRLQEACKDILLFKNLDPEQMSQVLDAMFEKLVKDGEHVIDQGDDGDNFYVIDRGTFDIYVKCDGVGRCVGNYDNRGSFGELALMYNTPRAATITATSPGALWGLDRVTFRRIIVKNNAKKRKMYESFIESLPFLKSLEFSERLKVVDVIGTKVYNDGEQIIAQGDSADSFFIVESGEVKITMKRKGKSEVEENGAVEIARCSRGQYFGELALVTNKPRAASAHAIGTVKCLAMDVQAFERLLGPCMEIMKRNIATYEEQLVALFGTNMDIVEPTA
SR-BI DiI inh = inhibitors of SR-BI mediated HDL lipid uptake, primary screen, ldlA[mSR-BI] cells, fluorescence, single point | Scavenger receptor class B member 1 (Mus musculus), Q61009 | ldlA[mSR-BI] CHO cells, DiI-HDL uptake fluorescence, 3 h | inhibition, % at 12.5 µM | actives 0.96% (n = 320,000);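 active = mean replicate inhibition of at least 70% and a set share of replicates each scoring 70 or more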;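 note: 0% = median of neutral control wells and 100% = median of positive control wells; values of inactives mirror those of a sister screen read the other way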
SR-BI uptake up = activators of SR-BI mediated DiI-HDL uptake, primary screen, ldlA[mSR-BI] CHO cells, DiI fluorescence | 3 h; 100 = double the neutral-control signal | activation, % at 12.5 µM | actives 0.096% (n = 320,000);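 active = mean replicate activation of at least 60% and every replicate at or above 60%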;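 note: 0% = median plate neutral-control signal and 100% = twice that signal; values of inactives mirror those of a sister screen read the other way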
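material = CHO ldlA[mSR-BI] cells | medium = Ham's F12 with 0.5% BSA, HEPES 25 mM, pH 7.4 | reagent = fluorescent DiI-HDL, 10 µg/mL final | compound dosing = single-point compound dose | incubation = 3 h, 37 °C | measured by = bottom-read fluorescence, 550/595 nm | measure = HDL uptake via cellular fluorescence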
PvdQ acylase = P. aeruginosa PvdQ acylase inhibitors, primary screen, biochemical, fluorescence, plate reader and imaging, single point | purified PvdQ acylase | inhibition, % at 10 µM | actives 0.063% (n = 340,000); in the data active = inhibition above about 30%, passing the limit was not always enough;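 note: 0% = vehicle neutral wells and 100% = reference inhibitor wells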
Arrestin-AP2 inh = inhibitors of beta-arrestin/AP2 binding, primary screen, biochemical, GPCR trafficking, flow cytometry. AID 504490, 2011. inhibition, % at 10 µM. actives 0.31% (n = 340,000). FITC-arrestin peptide / GST-AP2 beads; AP2 beta2 appendage carries R879A mutation. beta-arrestin 1 C-terminal peptide binding to AP2 beta2-adaptin appendage (human);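 active = inhibition above a set limit, near 3 SD of compounds lacking own fluorescence, cut at about 54% in these data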;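 note: plate controls were DMSO wells for no effect and 5 µM unlabelled arrestin peptide for full effect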
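System: GST-AP2 R879A glutathione beads | Also added: FITC-arrestin peptide, 50 nM | Times: 12 min plus 1 h, RT | Signal: Bead flow cytometry, FITC channel | Buffer or medium: PBS with 0.05% Tween 20 and 0.1% BSA | Read-out basis: Percent drop in bead-associated FITC signal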
LANA DNA inh = inhibitors of KSHV C-LANA binding to DNA, primary screen, biochemical, fluorescence polarization, FAM-LBS DNA, MBP-C-LANA, single point; actives 0.078% (n = 340,000); Kaposi's sarcoma herpesvirus LANA C-terminal domain (residues 932-1162) DNA binding; inhibition, % at 9 µM;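 active = highest replicate inhibition at or above 60% at 9 µM, even if other replicates fall short; inactive = all replicates below 60% inhibition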;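 note: 0% = neutral control wells and 100% = 4 µM acridine orange control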
Keap1 Nrf2 FP = Keap1-Nrf2 protein-protein interaction inhibitors, primary screen, biochemical, fluorescence polarization, single point | Keap1 Kelch-Nrf2 peptide fluorescence polarization, 1536-well | AID 504523, 2011 | inhibition, % at 9.4 µM | actives 0.15% (n = 340,000); in the data active = inhibition above about 12%;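 note: human Keap1 Kelch domain with fluorescein labeled Nrf2 9mer peptide probe; 0% = neutral control wells and 100% = peptide positive control; higher means more block of Keap1 binding to Nrf2 peptide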
Starred values were filed as active, the others as inactive; x = not tested or not shown. Hits appear at their usual frequency. Share with any hit: about 2.1%.

DAGLB inhibitor	NSD2 HMT inh	RTF Ca sens inh	PKA-R2B act	SR-BI DiI inh	SR-BI uptake up	PvdQ acylase	smiles	Arrestin-AP2 inh	LANA DNA inh	Keap1 Nrf2 FP
4	16	8	-5	-15	15	-3	Cc1cccc2cc(-c3ccccc3)c(-c3ccccc3)c[n+]12	12	-0.9	2
-3	-1	9	-4	x	x	-16	COc1ccc(C(C(=O)NCC2CCCO2)N(C(=O)CNC(=O)c2ccco2)c2ccc(C)c(C)c2)cc1OC (configuration not stated)	-4	1.0	-5
-1	0	-2	5	1	-1	5	COc1ccc(S(=O)(=O)N2CCN(C(=O)c3cc(C4CC4)nn3-c3ccccc3)CC2)cc1OC	-4	-0.1	-3
-1	-3	2	-3	28	-28	-10	Nc1ccc(Cl)c(-c2nc3ncccc3o2)c1	4	1.6	-2
-1	1	-2	-7	5	-5	3	O=C(Cn1cnc2sc(-c3ccccc3)cc2c1=O)NCCc1ccccc1	-5	1.5	2
2	-4	-8	-5	12	-12	2	CN(c1ccc(Cl)cc1)c1cc(=O)n(C)c2ccccc12	0	2.1	-4
-3	1	-5	5	-5	5	-19	CCOc1cc(S(=O)(=O)NC2CC2)c(OCC)cc1-n1cnnn1	0	-0.4	-5
-4	0	2	-3	-2	2	0	CCc1ccc(CN(C)C(=O)CCc2nnc(CCc3cccc(OC)c3)o2)nc1	13	0.4	-4
-2	-3	4	-6	21	-21	-5	Cc1cccnc1NC(=S)Nc1ccc(F)cc1F	-1	-2.4	-5
-3	0	11	-6	-3	3	4	Cc1ccc(-c2nnn(CCC(=O)NC(C)(C)C)n2)cc1	11	0.6	-1
1	1	-3	4	6	-6	0	OC1CCN(C(=S)NCCc2ccccc2)CC1	23	0.4	1
6	17	-2	5	-43	43	-4	Cc1cccc(Nc2ccc([N+](=O)[O-])cc2C(=O)O)c1	1	-0.5	2
-1	0	-2	-9	-14	14	3	Cc1ccc(NC(=O)CCC(=O)N2CCN(S(=O)(=O)c3ccc(C)cc3)CC2)cc1	5	-0.3	-5
0	x	-12	-3	0	0	-9	CCOC(=O)C1CCCN(C(=O)C2CCN(c3nnc(-n4cccc4)s3)CC2)C1 (configuration not stated)	6	-0.2	-4
-4	-1	-13	-5	-19	19	5	O=C(CSc1nnc(-c2ccncc2)o1)NCc1ccccc1	-3	0.0	1
-7	-1	-5	-5	-10	10	-1	NNC(=O)CNC(c1ccccc1)c1cc(Br)ccc1N (configuration not stated)	19	0.0	7
1	x	1	-1	-13	13	-8	COc1ccc(NC(=O)CN2CC(c3ccccc3)CC2=O)cc1OC (configuration not stated)	5	-2.2	-5
0	-1	-2	-5	38	-38	7	CC(=O)NC(Cc1cccc(F)c1)C(=O)NC1CCN(c2ncccc2[N+](=O)[O-])CC1 (configuration not stated)	17	0.6	-2
2	-1	2	3	38	-38	-9	COc1ccc(C)cc1NC(=O)CSc1nnc(CC(=O)Nc2ccccc2F)n1C	14	-0.9	-3
-9	x	7	-2	19	-19	-1	CC(C)(C)OC(=O)N[C@H](C(=O)OC(C)(C)C)c1ccccc1	-1	2.2	-1
0	-1	-2	-6	x	x	-15	COc1ccc(CNC(=O)COc2ccc(S(=O)(=O)N3CCOCC3)cc2C)cc1	7	-1.0	-4
-1	-3	-8	3	-2	2	8	CC1CN(C(=O)c2cccc(S(=O)(=O)Nc3ccc(Cl)cc3)c2)CC(C)O1 (configuration not stated)	51	0.2	2
-3	-3	3	-3	-3	3	-8	CN(CC1COc2ccccc2O1)C(=S)Nc1ccccc1F (configuration not stated)	16	-0.3	1
-1	-3	-3	-7	-27	27	-5	Cc1ccccc1NS(=O)(=O)c1ccc(C)c(C(=O)N2CCOCC2)c1	18	-1.5	-1
0	2	2	-2	9	-9	8	O=C(Nc1ccc(C(=O)N2CCCCC2)cc1)C1=CSCCO1	32	2.0	0
-1	x	0	3	4	-4	-6	O=C(Cn1cc(C(F)(F)F)cc(Cl)c1=O)NCc1ccccc1	21	1.4	-1
-1	-2	6	-4	-4	4	10	O=S(=O)(c1ccc(NC2CCCCC2)cc1)N1CCOCC1	1	-4.0	6
1	x	-3	-1	11	-11	-13	CSc1nc2c(c(=O)n1C)SC(C)C2 (configuration not stated)	-6	-1.6	-3
0	3	2	-9	2	-2	-13	CC12CN3CC(C)(CN(C1)C3c1ccc(Br)cc1)C2 (configuration not stated)	2	-0.8	-1
-2	16	-6	-3	x	x	10	COc1ccc2cc(C3c4cc(OC)c(OC)cc4CCN3C(=O)c3ccco3)c(=O)[nH]c2c1 (configuration not stated)	0	0.8	-3
-3	0	0	-3	3	-3	4	N#CCSc1nc2[nH]ncc2c(=O)n1-c1ccccc1Br	8	1.0	-7
-3	-1	-8	-5	-21	21	10	Cc1ccc(C(=O)NNC(=O)c2cccc(S(=O)(=O)N3CCN(c4ccccc4)CC3)c2)cc1	-5	0.8	4
-4	x	2	4	-21	21	-6	C=C1CC[C@@]23CC[C@]4(C)[C@@](OC2=O)([C@@H]3C1)[C@H]1O[C@H]1C1[C@@]2(C)CC[C@H](O)C(C)(C)C2CC[C@]14C (some centres not stated)	15	-0.2	-2
3	-4	-4	-2	-4	4	-20	CCN(CC)C(=O)CSc1nnc(NC(=O)CCc2ccccc2)s1	-16	0.8	-3
4	x	-9	7	4	-4	3	CC(C)C[C@@H](CN1CCC[C@@H]1CN1C(=O)C(=O)NC[C@@H]1Cc1ccccc1)N1C[C@H](Cc2ccccc2)N(CC2CCCCCC2)C(=O)C1=O	-14	1.2	2
1	-8	-3	-8	-22	22	-6	CC(=O)N1CCC(O)(c2cccc(C(F)(F)F)c2)CC1	10	-2.2	-2
-3	1	-4	-11	-7	7	-9	COC(=O)[C@@H](NC(=O)Nc1cccc(Br)c1)C(C)C	2	-1.9	-7
-1	-4	0	-6	-12	12	-3	NNC(=O)C1c2ccccc2Oc2ccccc21	38	0.4	-2
0	x	-17	-3	-5	5	-3	O=C(C[C@H]1C/C=C\C[C@@H](Cc2ccc(F)cc2)C(=O)O[C@H](c2ccccc2)CNC1=O)N[C@@H](CO)Cc1ccccc1	6	2.8	-4
0	-3	4	-6	6	-6	4	CS(=O)(=O)Nc1cccc(S(=O)(=O)N2CCN(C(=O)c3ccccc3)CC2)c1	32	1.0	1
-1	-3	-12	-10	-5	5	-13	O=C(c1cc(COc2ccc(F)cc2Cl)on1)N1CCCC(OCc2cccnc2)C1 (configuration not stated)	4	-0.6	-4
2	2	-10	-22	-13	13	-8	CCOc1ccc(NC(=O)CSc2nnc(N)s2)c([N+](=O)[O-])c1	12	-0.9	-2
2	-1	-1	-17	22	-22	-11	O=C1CCCN1CCCNc1nc2c(S(=O)(=O)c3ccc(Br)cc3)nnn2c2ccccc12	-1	2.0	1
6	-4	-3	-1	6	-6	-12	C=CCOc1ccc(/C=N/NC(=O)CN(c2cc(Cl)ccc2OC)S(=O)(=O)c2ccc(C)c([N+](=O)[O-])c2)cc1	6	0.5	4
-5	-1	-4	3	-14	14	-11	Cc1cc(C)c(S(=O)(=O)NCCc2ccncc2)c(C)c1	7	-2.5	-3
-1	-2	-2	0	4	-4	-11	CNc1cc(C)nc(-n2nc(C)cc2C)n1	6	4.0	0
-3	-1	-2	-14	-12	12	-15	O=c1cc2c(n[nH]1)-c1ccccc1CC2	5	2.7	0
1	-3	-3	-2	-12	x	-12	O=C(CC1CCCCC1)N=C1SC2CS(=O)(=O)CC2N1c1ccccc1 (configuration not stated)	-10	0.2	-3
-1	2	3	-7	-3	3	-9	CN1CCN(c2ccc(CNC(=O)c3ccc4c(c3)OCCO4)cc2)CC1	10	1.6	9
2	-4	-5	3	-1	1	2	COc1ccc(C2=NN(C(=O)CCC(=O)O)C(c3ccc(OC)cc3)C2)cc1 (configuration not stated)	35	1.6	0
-2	-4	-3	-4	4	-4	14	COc1ccc(N2C(=O)c3ccccc3NC23CCCC3)cc1	32	0.6	1
0	10	-12	-6	-3	3	-27	CCCc1cc(NCCCN2CCOCC2)n2c(nc3ccccc32)c1C#N	6	0.6	-3
2	-1	-6	2	8	-8	-18	O=C1CN(C(=O)CSc2nnnn2C2CC2)c2ccccc2N1	-3	-0.3	-2
1	3	-8	-5	-23	23	-1	C=CCn1cc(Cl)c(=O)n(CC=C)c1=O	12	0.3	2
-1	-1	-14	-1	13	-13	9	COc1ccc(S(=O)(=O)N2CCCCCC2)cc1C(=O)N(C)Cc1ccc(F)cc1	8	0.2	-3
-12	-1	2	3	-6	6	-11	COc1cccc(/C=C/C(=O)OCC(=O)c2ccccc2)c1OC	-3	3.7	4
-4	-6	-9	-5	-19	19	-7	COCCN(Cc1ccccc1)C(=O)c1c(C)nn(-c2ccccc2)c1C	21	-0.6	-2
1	39	-1	-3	3	-3	-14	Cc1cc(C)c(S(=O)(=O)N/N=C/c2ccc([N+](=O)[O-])o2)c(C)c1	5	0.1	-7
1	-2	-5	3	-9	9	-9	COc1cc2ncnc(NCc3cccc(Cl)c3)c2cc1OC	2	1.2	1
6	0	-9	-5	-34	34	3	O=S(=O)(Nc1nc2ccccc2nc1NCCO)c1cccc(Cl)c1	7	0.3	-3
-1	-1	-3	-6	-24	24	-3	OC(COc1ccccc1)CN1CCN(c2ncccn2)CC1 (configuration not stated)	6	-0.2	0

2 compounds from above, showing only SR-BI DiI inh and Keap1 Nrf2 FP.
SMILES,SR-BI DiI inh,Keap1 Nrf2 FP
CCOc1ccc(NC(=O)CSc2nnc(N)s2)c([N+](=O)[O-])c1,-13,-2
O=C1CCCN1CCCNc1nc2c(S(=O)(=O)c3ccc(Br)cc3)nnn2c2ccccc12,22,1

Screens from PubChem BioAssay.
